# bIAP inh = blocks bovine intestinal alkaline phosphatase activity; purified bovine IAP, CDP-star luminescence, 30 min; inhibition, % at 20 µM; 190,000 tested, under 10 active; AID 1019;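 active = over 50% inhibition of intestinal alkaline phosphatase at 20 µM in the single-dose screen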
#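 test system = bovine IAP enzyme | medium = DEA buffer 100 mM, pH 9.8, with MgCl2 1.0 mM, ZnCl2 0.02 mM | detection = luminescence | dosing = single compound dose of 20 µM, 2% DMSO final | incubation = 30 min reaction at room temperature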
# PPARg SRC-3 ag = promotes SRC-3 coactivator recruitment by human PPARgamma; activation, % at 8 µM; biochemical PPARgamma/SRC-3 coactivator recruitment assay; 200,000 compounds, 0.26% hits; in the data active = activation above about 23%;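 also: 0% = DMSO and 100% = reference agonist; some compounds past the cut are filed as inactive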
# TR-FRET SRC-2 ct = counter-screen for PPARgamma SRC-2 recruitment agonists: TR-FRET artefact; active compounds read high; TR-FRET ratio at 8 µM; 200,000 compounds, 0.4% hits; in the data active = TR-FRET ratio above about 2000; also: inactives centre near 1500
# PPARg SRC1 recr = agonists of human PPARgamma SRC-1 coactivator recruitment; P37231; PPARgamma-SRC-1 coactivator recruitment biochemical assay; activation, % at 8 µM; 200,000 compounds, 0.41% hits; AID 631; in the data active = activation above about 19%;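 also: 0% = DMSO and 100% = reference agonist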
# PPARg SRC-2 ag = PPARgamma-driven SRC-2 recruitment agonism; P37231; PPARgamma LBD-SRC-2 recruitment, biochemical; activation, % at 8 µM; 200,000 compounds, 0.34% hits; AID 1032; in the data active = activation above about 22%;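 also: 0% = vehicle and 100% = reference agonist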
# bIAP act = increases bovine intestinal alkaline phosphatase activity; purified bovine IAP, CDP-star luminescence, 30 min; active compounds read high; fold of DMSO-control signal, blank-subtracted; activation factor at 20 µM; 200,000 compounds, 0.17% hits;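 active = activation factor of 2 or more at 20 µM, a signal rise over negative controls twice the positive control's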
# HMGR II inh = E. faecalis class II HMG-CoA reductase inhibition; 190,000 compounds, 0.41% hits; inhibition, % at 10 µM; purified E. faecalis HMGR, NADPH absorbance 340 nm kinetic; AID 1066;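 active = inhibition above a set limit, the median over all tested compounds plus 3 SD, cut at about 9.5% in these data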;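 also: enzyme runs in reverse so mevalonate oxidation gives rising NADPH absorbance; 0% = complete reaction with DMSO and 100% = background rate lacking mevalonate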
# TNAP inh hiacc = blocks human TNAP under high phosphate acceptor concentration | 200,000 compounds, 0.03% hits | purified TNAP, CDP-star luminescence, 1 M DEA | inhibition, % at 20 µM | AID 1135;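 active = over 50% inhibition of tissue-nonspecific alkaline phosphatase at 20 µM in the single-dose screen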;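 also: plate controls were DMSO wells for no effect and EDTA-quenched wells as full inhibition for full effect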
# Target sequence (P05186 whole entry, looked up): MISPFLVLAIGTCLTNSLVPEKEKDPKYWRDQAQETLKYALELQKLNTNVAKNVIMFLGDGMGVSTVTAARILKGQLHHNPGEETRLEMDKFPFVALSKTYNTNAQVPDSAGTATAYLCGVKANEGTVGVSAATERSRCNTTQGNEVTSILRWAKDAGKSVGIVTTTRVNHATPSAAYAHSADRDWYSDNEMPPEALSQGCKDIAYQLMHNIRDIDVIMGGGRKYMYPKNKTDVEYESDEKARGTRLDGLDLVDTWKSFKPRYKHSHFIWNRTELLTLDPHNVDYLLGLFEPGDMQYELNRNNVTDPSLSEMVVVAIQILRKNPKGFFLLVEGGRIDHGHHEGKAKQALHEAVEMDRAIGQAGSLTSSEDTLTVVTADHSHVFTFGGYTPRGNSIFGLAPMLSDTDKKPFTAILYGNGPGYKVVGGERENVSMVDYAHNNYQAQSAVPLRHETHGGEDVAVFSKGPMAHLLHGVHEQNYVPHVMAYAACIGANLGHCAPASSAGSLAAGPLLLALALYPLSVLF
# TNAP act hiacc = activators of human TNAP at high phosphate acceptor concentration; P05186; purified TNAP, CDP-star luminescence, 1 M DEA, 30 min; active compounds read high; 0 = EDTA background, 1 = DMSO-only activity; activation factor at 20 µM; 200,000 tested, under 10 active;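 active = activation factor at least 2 at 20 µM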
#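 Control set: EDTA negative control, DMSO positive control / Assay system: human TNAP / Quantity: TNAP 1/800 final / Evaluation: TNAP activation factor scaled between EDTA and DMSO control wells / Measured by: luminescent substrate turnover signal / Compound dosing: one dose, 20 µM / Times: 30 min enzyme reaction at room temperature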
# TNAP inh noacc = TNAP (human) inhibition, acceptor-free conditions; P05186; purified TNAP, CDP-star luminescence, 30 min; inhibition, % at 20 µM; 200,000 compounds, 0.26% hits; AID 1012;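 active = tissue-nonspecific alkaline phosphatase inhibition above about 50% at 20 µM in the single-dose screen, limit read from the data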;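 also: 0% = DMSO negative control and 100% = EDTA positive control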
# * = called active by the depositor; . = no result given.
SMILES,bIAP inh,PPARg SRC-3 ag,TR-FRET SRC-2 ct,PPARg SRC1 recr,PPARg SRC-2 ag,bIAP act,HMGR II inh,TNAP inh hiacc,TNAP act hiacc,TNAP inh noacc
COC(=O)c1ccc(NC(=O)C23CCC(C)(C(=O)O2)C3(C)C)cc1 (stereo not given),4,-13,1400,0,-6,1,-7,-5,1.1,-14
CCC1(C)Cc2c(sc3c2c(=O)n(C)c2nnc(SCC(=O)c4ccc(Cl)cc4)n32)CO1 (stereo not given),.,-3,1624,2,-2,.,.,.,.,.
O=C(Cn1cccc1C(=O)c1ccccc1)NCCN1CCCCCC1,3,-10,1535,7,9,1,-8,-6,1.1,-11
CN1/C(=C\C(=O)C(F)F)C(C)(C)c2ccccc21,9,-2,1452,-2,-2,0.9,0,-3,1,-9
CCOc1cc(C(=O)Nc2ccon2)cc(OCC)c1OCC,19,2,1557,0,8,0.8,0,-6,1.1,-7
COc1ccc(C(=O)NCc2nnc(SCC(=O)Nc3nc4ccccc4s3)o2)cc1OC,16,1,1615,-3,-5,0.8,-3,-4,1,3
CCC(=O)Nc1nnc(SCCOC)s1,4,1,1497,3,0,1,1,-3,1,-5
Nc1nnc(CC(=O)N/N=C/c2cccc([N+](=O)[O-])c2)s1,1,0,1561,0,6,1,1,-6,1.1,-4
O=C(Nc1cccc(C(=O)O)c1)/C(=C\c1ccccc1)NC(=O)c1ccccc1Cl,5,3,1584,-3,-9,1,0,3,1,-9
COc1c(Cl)cc(C(=O)Nc2ccccc2C(=O)O)cc1Cl,12,-4,1636,8,5,0.9,-1,-5,1,-8
CC(C)c1ccc(OCC(O)Cn2cnc3ccccc32)cc1 (stereo not given),9,-7,1489,-5,-9,0.9,-8,-9,1.1,-11
Cc1no[n+]([O-])c1COc1ccc(/C=C(\C#N)C(N)=O)cc1,6,2,1675,0,2,0.9,-5,-1,1,0
COc1ccc(NC(=O)c2ccc3c(=O)n(-c4ccc(OC)cc4OC)c(=S)[nH]c3c2)c(OC)c1,-4,-2,1569,-2,-1,1,-6,-2,1,-3
CC1CCC(N(CCCN)Cc2ccco2)CC1C (stereo not given),3,5,1614,5,2,1,-4,1,1,-53
Cc1cccc(C)c1OCC(=O)N=Nc1c(O)[nH]c2ccc(Br)cc12,30,10,1493,3,6,0.7,-1,0,1,-18
COc1cc(NC(=O)c2cc(C(C)C)on2)c(OC)cc1Cl,-1,4,1799,-2,10,1,-1,1,1,-1
Cc1ccc(-c2cnc(-c3ccncc3)o2)cc1,6,17,1759,11,6,0.9,-1,5,0.9,-3
NNc1nc(-c2ccccc2)cc(-c2ccccc2O)n1,-5,14,1812,-1,6,1.1,-2,6,0.9,9
O=c1oc2cc(O)ccc2cc1-c1nc2c(s1)CCc1ccccc1-2,7,-1,1471,7,-1,0.9,-5,-21,1.2,-52
COC(OC)c1ccnc(-c2ccc(OC(=O)c3ccc(F)cc3)cc2)n1,6,4,1677,-5,1,0.9,-4,-4,1,-14
Cc1nc(NC(=O)c2ccccc2)sc1-c1csc(Nc2ccc(F)cc2)n1,8,7,1551,18,6,0.9,-7,0,1,-4
O=C(N/C(=C/c1cccc([N+](=O)[O-])c1)C(=O)N1CCCCC1)c1cccs1,23,1,1584,-2,-6,0.8,-8,3,1,-3
COc1cc(C(=O)Nc2nnc(SC)s2)c([N+](=O)[O-])cc1OC,-5,8,1572,5,1,1.1,-1,-8,1.1,-3
N#CC1=C(N)N(c2ccc(Oc3ccccc3)cc2)C(=O)C1,5,6,1594,4,8,0.9,-8,-1,1,-7
NC(=O)C1(NC(=O)[C@@H]2CC3(CC(c4cccc(NC(=O)c5cc([N+](=O)[O-])cc([N+](=O)[O-])c5)c4)=NO3)CN2C(=O)c2ccccc2)CC1 (stereo not given in full),-13,-9,1438,-5,-2,1.1,-6,0,1,-4
COc1ccc(S(=O)(=O)N2CCN(C(=O)Cc3cccs3)CC2)cc1,20,4,1755,11,8,0.8,-4,7,0.9,2
CCNC(=O)c1c(O)c2cccc3c2n(c1=O)CC3,6,-6,1524,-8,2,0.9,-4,-8,1.1,-4
Cc1ccc(C2=NN(C(=O)CN3C(=O)c4ccccc4S3(=O)=O)C(c3ccco3)C2)cc1 (stereo not given),-5,1,1450,-1,3,1,-1,-6,1.1,-20
COc1ccc(N(CC2CO2)S(=O)(=O)c2ccccc2)cc1 (stereo not given),5,-1,1356,3,0,0.9,1,-8,1.1,-9
COc1cc(C2NC(=S)NC(O)(C(F)(F)F)C2C(=O)c2cccs2)cc(OC)c1O (stereo not given),9,8,1639,7,0,0.9,-5,1,1,-4
Cc1[nH]n(-c2ccc(Cl)cc2)c(=O)c1/C=N/c1nnc(-c2ccccc2)s1,2,-1,1440,5,-2,1,-1,1,1,-46
COc1ccc(NC2=C(Cl)C(=O)N(c3ccccc3)C2=O)c(OC)c1,-3,2,1514,4,3,1,0,-4,1,-10
O=C(O)c1ccc2c(c1)C(=O)N(c1cccc(S(=O)(=O)Nc3cccc(C(F)(F)F)c3)c1)C2=O,1,2,1596,8,5,1,-2,-4,1,-6
CC(C)n1c(NCCc2ccccc2)nc2c1c(=O)n(C)c(=O)n2C,11,20,1618,-7,-2,0.9,4,-5,1,-13
COc1ccccc1NC(=O)c1cnc2n(c1=O)CCS2,1,1,1530,-3,-3,1,0,-2,1,-2
Cc1ccc(S(=O)(=O)NC(=O)c2cc(C)n(-c3ccc(N(C)C)cc3)c2C)cc1,10,3,1709,6,11,0.9,-1,-1,1,-20
O=C(Cn1cc(C(=O)c2ccco2)c2ccccc21)NC1CCCC1,13,1,1361,-1,0,0.9,6,-2,1,-8
S=c1[nH]ccn1Cc1ccccc1,-11,2,1637,11,-6,1.1,1,1,1,-37
CN1CCN(C(=S)C(=O)Nc2ccccc2)CC1,5,4,1666,0,11,1,1,-3,1,-9
COc1ccccc1-c1noc(-c2ccccc2C(=O)Nc2ccccc2)n1,-2,17,1677,3,7,1,-1,-10,1.1,-4
Cn1c(CCc2ccccc2)n[nH]c1=S,23,4,1581,0,-5,0.8,-4,1,1,15
O=C(Nc1ccc(Cc2ccc(NC(=O)C3CC3)cc2)cc1)C1CC1,4,7,1662,6,16,1,-1,-5,1,0
CCN1CCN(C(=O)CSCc2nc(-c3ccc(OC)c(OC)c3)oc2C)CC1,-10,-2,1503,-3,-10,1.1,-4,-5,1.1,-21
CN1C(=O)c2ccc(C(=O)NC3CCCCC3)cc2C1=O,3,5,1633,-1,8,1,-3,-8,1.1,-15
Cc1sc(NC(=O)CSc2nnc(-c3ccccc3)o2)c(C#N)c1C,15,-7,1329,-2,-7,0.8,-1,6,0.9,-6
Cc1cc(C)n(C(=O)CNC(=O)C2COc3ccccc3O2)n1 (stereo not given),14,0,1765,-4,-1,0.9,1,1,1,-5
Cc1cc(C)c2oc(-c3cccc(NC(=O)c4ccc(F)cc4)c3)nc2c1,17,15,1749,2,8,0.8,0,-5,1,-12
COc1ccc(-c2cccc(C(=O)Nc3ccccc3C)c2)cc1,2,-2,1533,5,2,1,3,-1,1,-13
COc1ccc(C(C)=O)cc1COC(=O)c1ccc2c(c1)OCO2,8,-4,1525,1,-6,0.9,-6,-5,1,-11
C#CCOc1nc(C)cc(C)c1S(=O)(=O)c1ccccc1C,-5,-1,1722,14,0,1.1,-3,2,1,-11
CCOC(=O)c1ccc(NC(=O)N2CCN(Cc3cccc(F)c3)CC2)cc1,-3,2,1489,0,-1,1,-1,-3,1,-8
CCOc1ccc(-c2nnc(NC(=O)c3ccc(OCC(C)C)c(OC)c3)o2)cc1,-17,8,1716,6,11,1.2,-2,0,1,-8
Cc1ccc(CN2CCN(Cc3ccc(OCCO)cc3)CC2CCO)o1 (stereo not given),12,6,1595,9,10,0.9,7,-1,1,-4
CC(c1ccccc1)N1CCN(C(=O)CCl)CC1 (stereo not given),7,4,1447,7,0,0.9,-11,-4,1,-15
N#CCc1nc(-c2cc3ccccc3oc2=O)cs1,-6,-1,1574,5,-4,1.1,0,-5,1,-18
COc1ccc(/C=N/Nc2ccccc2)cc1Cn1nc(C)c([N+](=O)[O-])c1C,8,1,1507,1,-1,0.9,3,-4,1,-11
COc1cccc(CN(C)C(=O)c2cc(COc3ccc4ncccc4c3)on2)c1,0,9,1701,5,7,1,-6,-8,1.1,-8
CN1C(=O)C(O)(CC(=O)c2cccc(-n3cccc3)c2)c2ccccc21 (stereo not given),0,-4,1722,1,12,1,-7,3,1,11
Cc1cccc(OC(C)c2ccnc3nc(/N=C/N(C)C)nn23)c1 (stereo not given),4,-1,1363,2,1,1,-3,3,1,-4
Cn1c(SCCOc2cccc(Cl)c2)nnc1-c1ccncc1,2,5,1533,6,2,1,-4,-4,1,-5
COc1ccc(Br)cc1-c1nc(CCl)cs1,-9,42*,3230*,62*,62*,1.1,2,-2,1,-8

# Quoted at random: 7 records from the list, in no set order.
SMILES,bIAP inh,PPARg SRC-3 ag,TR-FRET SRC-2 ct,PPARg SRC1 recr,PPARg SRC-2 ag,bIAP act,HMGR II inh,TNAP inh hiacc,TNAP act hiacc,TNAP inh noacc
COc1ccccc1-c1noc(-c2ccccc2C(=O)Nc2ccccc2)n1,-2,17,1677,3,7,1,-1,-10,1.1,-4
COc1ccc(C(=O)NCc2nnc(SCC(=O)Nc3nc4ccccc4s3)o2)cc1OC,16,1,1615,-3,-5,0.8,-3,-4,1,3
O=C(Cn1cc(C(=O)c2ccco2)c2ccccc21)NC1CCCC1,13,1,1361,-1,0,0.9,6,-2,1,-8
CN1C(=O)C(O)(CC(=O)c2cccc(-n3cccc3)c2)c2ccccc21 (stereo not given),0,-4,1722,1,12,1,-7,3,1,11
O=c1oc2cc(O)ccc2cc1-c1nc2c(s1)CCc1ccccc1-2,7,-1,1471,7,-1,0.9,-5,-21,1.2,-52
Cc1cccc(C)c1OCC(=O)N=Nc1c(O)[nH]c2ccc(Br)cc12,30,10,1493,3,6,0.7,-1,0,1,-18
COc1ccccc1NC(=O)c1cnc2n(c1=O)CCS2,1,1,1530,-3,-3,1,0,-2,1,-2
